C2C12 statin: suppressors of statin myotoxicity in C2C12 myotubes, primary screen, cell-based, single point, plate reader | 330,000 compounds, 0.78% hits | rescue of ATP level, % at 7.49 µM | C2C12 myotubes + simvastatin, ATP luminescence, 48 h; scaled: DMSO 0, geranylgeraniol control 100;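 active = mean ATP rescue above about 67%, or every replicate alone reaching that limit, limit read from the data, passing the limit was not always enough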;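 also: myotubes were challenged with 10 µM simvastatin during compound exposure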
esBAF inh: Bmi1 luciferase reporter increase in mESCs, primary screen, esBAF inhibitor project, mouse ES cells, Bmi1 luciferase knock-in, single point; 24 h; 100% = twice the neutral-well signal; reporter increase, % at 12.5 µM; 350,000 compounds, 2% hits; in the data active = activation above about 40%;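 also: 0% = median of the plate's neutral control wells and 100% = double that signal; a rise in the Bmi1 reporter signal indicates esBAF inhibition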
S100A4 inh HTS: inhibitors of S100A4-myosin IIA peptide binding, primary screen, biochemical, fluorescence polarization, TAMRA-MyoIIA peptide; inhibition, % at 10.7 µM; 360,000 compounds, 0.14% hits; Protein S100-A4 (Homo sapiens), P26447;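 active = mean inhibition of at least 70% across replicates, with every replicate also reaching that level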
Target sequence (P26447 whole entry, looked up): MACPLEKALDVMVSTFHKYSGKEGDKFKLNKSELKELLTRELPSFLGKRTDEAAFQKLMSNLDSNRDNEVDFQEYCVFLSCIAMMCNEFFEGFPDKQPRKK
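Assay system: human S100A4 monomer with TAMRA-labelled myosin IIA peptide / Buffer or medium: Calcium-containing HEPES buffer, pH 7.2 / Reagent: TAMRA-labelled myosin IIA heavy-chain peptide probe, 5 nM / Compound: one dose per compound / Timing: polarization read 5 min after assay mix addition, stable 5–60 min / Benchmarks: neutral control DMSO, positive control TFP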
Casp6 inh: human caspase-6 inhibitors, primary screen, biochemical, VEID-R110 fluorescence, single point, set 2. P55212. purified caspase-6, Z-VEID-R110 cleavage fluorescence. inhibition, % at 12.5 µM. 350,000 compounds, 0.53% hits. AID 686996, 2013;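 active = mean inhibition across replicates at least about 35%, with every replicate also reaching that limit, limit read from the data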;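 also: 0% = median of neutral control wells and 100% = no fluorescence left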
Target sequence (P55212 24-179 limits assumed): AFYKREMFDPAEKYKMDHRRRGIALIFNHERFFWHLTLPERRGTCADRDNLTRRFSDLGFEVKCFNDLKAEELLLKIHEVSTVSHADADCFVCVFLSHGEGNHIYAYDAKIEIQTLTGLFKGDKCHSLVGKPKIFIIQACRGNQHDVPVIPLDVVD
Target sequence (P55212 194-293 limits assumed): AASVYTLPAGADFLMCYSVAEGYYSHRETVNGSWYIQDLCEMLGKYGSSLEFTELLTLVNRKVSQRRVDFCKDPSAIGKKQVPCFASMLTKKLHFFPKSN
LGR2 inh: inhibitors of bursicon-induced LGR2 CRE-luciferase signal, primary screen, cell-based, HEK293, CRE-luciferase reporter, bursicon stimulation; Drosophila bursicon receptor LGR2 (rickets); bursicon-stimulated, 4 h; inhibition, % at 9.99 µM; 380,000 compounds, 0.35% hits; AID 720647, 2013;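 active = drop in luminescence signal, shown as inhibition above about 50% in the replicate tests, limit read from the data, passing the limit was not always enough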;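 also: agonist challenge used bursicon conditioned medium at about half maximal strength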
FN deposit inh: inhibitors of fibronectin matrix deposition, primary screen, AH1F cells, Alexa488-fibronectin fluorescence, plate reader. inhibition, % at 12.6 µM. 350,000 compounds, 0.086% hits. AH1F fibroblasts, overnight;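 active = mean inhibition across replicates of 30% or more, regardless of how many single replicates reach that level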;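 also: positive control wells lacked labelled fibronectin entirely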
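Material: AH1F fibroblasts assembling fluorescent fibronectin matrix; amount: 10000 AH1F cells/well; medium: DMEM, 2% serum; reagent: Alexa488-fibronectin, 24 nM final in well; dosing: single compound dose, delivered by pin transfer; incubation: 1 h adhesion, overnight exposure; detection: fluorescence after three HBSS washes, excitation 485 nm, emission 525 nm; measure: fibronectin deposition inhibition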
SIRT5 block: SIRT5 desuccinylase inhibitors, primary screen, biochemical, fluorescence imaging, single point, set 5. inhibition, % at 15 µM. AID 652115, 2013. NAD-dependent protein deacylase sirtuin-5, mitochondrial (Homo sapiens), Q9NXA8. 330,000 compounds, 1.1% hits. Purified SirT5, succinyl-peptide AMC, trypsin-coupled fluorescence; in the data active = inhibition above about 15%
Target sequence (Q9NXA8 whole entry, looked up): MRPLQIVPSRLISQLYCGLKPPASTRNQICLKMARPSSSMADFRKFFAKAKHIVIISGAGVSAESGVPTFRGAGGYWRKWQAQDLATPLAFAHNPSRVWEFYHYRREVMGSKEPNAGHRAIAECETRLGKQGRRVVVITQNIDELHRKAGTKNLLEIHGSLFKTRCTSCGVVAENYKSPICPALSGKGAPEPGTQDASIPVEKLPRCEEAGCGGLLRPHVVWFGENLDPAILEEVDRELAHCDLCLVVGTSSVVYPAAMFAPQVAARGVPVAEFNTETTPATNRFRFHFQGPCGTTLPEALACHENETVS
* = called active by the depositor; · = no result given; & = joins results of further samples. Not all compounds are listed; rates above refer to the full screens.

SMILES	C2C12 statin	esBAF inh	S100A4 inh HTS	Casp6 inh	LGR2 inh	FN deposit inh	SIRT5 block
CC(C)(C)S(=O)N1Cc2cc(=O)n(Cc3ccccc3)cc2[C@@H]1CCO (some centres not stated)	-7	-3	-4	15	9	·	-2
COc1ccc(CN(C)C[C@H]2Oc3ccc(NS(=O)(=O)c4ccc(Cl)cc4)cc3CC(=O)N([C@H](C)CO)C[C@@H]2C)cc1	·	·	28	0	-5	·	·
O=C(Nc1ccc(C(=O)N2CCCCC2)cc1)C1CC1	2	1	-5	0	8	-5	-3
COc1cc(/C=C/C(=O)OCC(=O)c2c[nH]c3ccccc23)ccc1OC(F)F	·	·	7	1	-10	1	-3
Cc1ccc(Cn2c(SCc3cccnc3)nc3c2c(=O)n(C)c(=O)n3C)cc1	35	6	·	·	-13	·	·
COCC(=O)Nc1ccc2c(c1)[C@@H]1C[C@H](CC(=O)NCc3ccccc3OC)O[C@@H](CO)[C@@H]1O2	4	-6	-19	-3	9	-2	1
COc1ccc(CN(Cc2cccnc2)C(=S)NCCc2ccccc2)cc1OC	-14	2	·	·	·	4	·
CCOC(=O)C1(C)CCN1C(=O)c1cccc(C#N)c1 (configuration not stated)	12	-1	35	1	13	-3	-3
C[C@@H]1CN([C@H](C)CO)S(=O)(=O)c2ccc(C3=CCCC3)cc2O[C@@H]1CN(C)C(=O)c1ccccn1	-29	-4	18	1	4	·	-1
O=C(NCCOc1ccc(F)cc1)C1CCC(=O)N(CCCN2CCOCC2)C1 (configuration not stated)	0	5	-1	·	10	-13	-4
Cc1cc(C)c(CN2CCC(n3nccc3NC(=O)C3CCCC3)CC2)cc1C	-21	-3	-2	-2	-12	15	-2
Cc1c(Cl)cnc(NC(=O)CSc2n[nH]c(N)n2)c1Cl	4	-5	-4	3	4	-4	5
COc1cccc(NC(=O)c2cc([N+](=O)[O-])ccc2N2CCN(C)CC2)c1	4	-3	4	-2	-2	-3	1
Cc1n[nH]c(=O)nc1N/N=C/c1cccs1	-1	24	-1	1	-36	-1	5
CN1CCN(C(=O)C2=C[C@H](c3ccc(C(F)(F)F)cc3)C[C@H](OCc3ccc(CO)cc3)O2)CC1	1	-2	1&-7	-1&-1	-5	4	-2
Cc1noc(C)c1S(=O)(=O)Nc1ccc2c(c1)CC(=O)N([C@H](C)CO)C[C@@H](C)[C@H](CN(C)Cc1ccc3c(c1)OCO3)O2	-13	-2	-5	0	-2	·	1
CC(=O)c1ccc(S(=O)(=O)NCC(=O)NC(c2nc3ccccc3[nH]2)C(C)C)cc1 (configuration not stated)	6	-2	-2	5	11	0	-2
COc1cc(OC)c(C(=O)OCC(=O)Nc2nnc(-c3ccccc3)o2)cc1OC	-9	-1	0	2	-5	-3	-1
CN[C@H]1C[C@@H](c2ccccc2)N(C(C)=O)C[C@H]1CO	8	4	-2	0	6	-2	0
CC(C)(C#N)NC(=O)C(=O)c1c(-c2ccccc2)cc2ccccn12	5	-8	5	0	-16	12	9
O=C(CSc1nnc(COc2ccccc2)n1Cc1ccco1)Nc1ccc2c(c1)OCCO2	8	-4	4	3	6	·	1
C[C@@H]1CCCCO[C@@H](CN(C)C(=O)c2ccncc2)[C@H](C)CN([C@@H](C)CO)C(=O)c2cc(NC(=O)c3ccccc3)ccc2O1	·	3	-4	-3	16	·	-3
O=C(CN(Cc1ccccc1Cl)C(=O)CNS(=O)(=O)c1ccccc1)NCC1CCCO1 (configuration not stated)	-2	-3	-3	0	4	-12	0
COc1ccccc1N1CCN(c2ccc(N3C(=O)CCC3=O)cc2[N+](=O)[O-])CC1	-2	-2	0	-1	-4	9	-4
S=C(NCc1cccnc1)Nc1ccc(Cl)c(Cl)c1	-41	8	2	1	-35	·	0
C[C@@H]1CN([C@H](C)CO)C(=O)Cc2cc(NC(=O)Nc3ccc(C(F)(F)F)cc3)ccc2O[C@H]1CN(C)Cc1ccc(C(=O)Nc2ccccc2N)cc1	26	19	4	3	1	·	3
COc1ccc(CNCc2cn(-c3cccc(F)c3)nc2-c2ccc(C)o2)cc1	·	·	8	-4	-20	-1	-3
COc1cc(C2c3cc4c(cc3C(O)C3COC(=O)C23)OCO4)cc(OC)c1OC (configuration not stated)	·	·	-4	3	-2	-27	0
O=C(C[C@H]1C[C@@H]2c3cc(NC(=O)Cc4ccncc4)ccc3O[C@@H]2[C@H](CO)O1)NCCN1CCCCC1	-1	3	1	-1	12	·	-3
O=C(NCc1cccs1)c1noc2c1CCCCC2	27	10	·	·	-43	3	·

Arranged by value in LGR2 inh (low to high): some entries from above.
molecule,LGR2 inh
S=C(NCc1cccnc1)Nc1ccc(Cl)c(Cl)c1,-35
COc1ccc(CNCc2cn(-c3cccc(F)c3)nc2-c2ccc(C)o2)cc1,-20
COc1ccc(CN(C)C[C@H]2Oc3ccc(NS(=O)(=O)c4ccc(Cl)cc4)cc3CC(=O)N([C@H](C)CO)C[C@@H]2C)cc1,-5
O=C(CN(Cc1ccccc1Cl)C(=O)CNS(=O)(=O)c1ccccc1)NCC1CCCO1 (configuration not stated),4

Returning to the listing; the two compounds before the break are reprinted first.
SMILES	C2C12 statin	esBAF inh	S100A4 inh HTS	Casp6 inh	LGR2 inh	FN deposit inh	SIRT5 block
O=C(C[C@H]1C[C@@H]2c3cc(NC(=O)Cc4ccncc4)ccc3O[C@@H]2[C@H](CO)O1)NCCN1CCCCC1	-1	3	1	-1	12	·	-3
O=C(NCc1cccs1)c1noc2c1CCCCC2	27	10	·	·	-43	3	·
COc1ccc(N2CCc3c(C)nc(SC)nc32)cc1	-2	8	2	-2	7	2	10
CC(C)CCN1CCN(Cc2cccs2)CC1CCO (configuration not stated)	-3	-7	-2	-3	·	0	-2
CCCCn1nc2cc(C(=O)NCc3ccccc3OC)ccc2c1OCC	-13	1	2	-1	3	-3	·
COc1ccc(CN(C)C[C@H]2Oc3c(NC(=O)NC4CCCCC4)cccc3C(=O)N([C@@H](C)CO)C[C@H]2C)cc1	1	1	-7	3	-10	2	-4
Cc1cccc(C)c1NC(=O)CNC(=O)c1ccc(N2CCOCC2)c([N+](=O)[O-])c1	-5	3	-6	5	4	4	·
C[C@H]1CN([C@@H](C)CO)C(=O)c2cccc(NC(=O)c3nc4ccccc4s3)c2O[C@@H]1CN(C)C(=O)Nc1ccc(F)cc1	·	1	8	-1	-18	10	2
CCn1ncc(Br)c1C(=O)Nc1ccc2c(c1)OCCO2	·	·	0	-3	-2	-4	2
CC(C)(C)[S@@](=O)N1Cc2cc(C(=O)N[C@@H]3CCN(Cc4ccccc4)C3)nc(-c3cccc(-c4ccncc4)c3)c2[C@H]1CCO	·	·	-23	-3	-7	16	7
C[C@H](CO)N1C[C@H](C)[C@H](CN(C)Cc2ccccc2)OCCCC[C@H](C)Oc2ccc(NC(=O)Nc3cccc4ccccc34)cc2C1=O	·	-5	6	2	12	4	2
O=C(c1cc2cc(Br)ccc2oc1=O)N1CCCC1	-11	-2	·	·	2	-2	·
C[C@@H]1CCCCO[C@@H](CN(C)C(=O)Nc2ccc3c(c2)OCO3)[C@@H](C)CN([C@H](C)CO)C(=O)c2cc(NC(=O)CCCN(C)C)ccc2O1	·	-3	34	9	11	·	2
C[C@H](CO)N1C[C@H](C)[C@H](CN(C)Cc2ccc(Cl)c(Cl)c2)Oc2ccc(NS(=O)(=O)c3ccc(Cl)cc3)cc2CC1=O	0	-4	-7	·	2	·	-3
O=C(c1ccccc1F)N1CC2(C1)[C@H](c1ccccc1)[C@H](CO)N2CC1CCOCC1	·	·	4	1	-6	-5	2
COc1ccccc1C(=O)NCCNc1nc2cc(C)cc(C)c2cc1C#N	-32	-2	1	5	4	-1	1
COc1ccc(Br)cc1C(=O)N/N=C/c1ccc2c(c1)n(C)c(=O)n2C	3	-2	3	-1	-13	9	-3
CCN(CC)S(=O)(=O)c1ccc(OC)c(NC(=O)CSc2cc(Cl)ccc2Cl)c1	2	5	·	·	10	-5	·
Cc1cccc(NC(=O)Cn2nnc(C(=O)NCc3ccco3)c2N)c1	·	·	1	-6	2	-8	-4
O=C(NCc1cccnc1)C1CCN(S(=O)(=O)c2cc(Cl)ccc2Cl)CC1	-19	-2	-7	2	1	-4	0
CC(c1cccnc1)N(C(=O)Nc1ccccc1)C1CCCCC1 (configuration not stated)	0	-1	0	2	·	-7	-1
COCCN(C(=O)COC(=O)/C=C/c1ccc(Cl)c(Cl)c1)c1c(N)n(Cc2ccccc2)c(=O)[nH]c1=O	1	8	-21	-1	14	6	2
O=C(CN1CCOCC1)N1CC[C@H]2[C@H](CO)Nc3ccc(-c4ccc(F)cc4)cc3[C@H]21	13	-3	-2	3	2	9	34*
O=C(COc1ccc(Cl)cc1)NCCS(=O)(=O)N1CCN(c2ccc(F)cc2)CC1	0	-2	-3	-1	6	1	-3
COc1ccc(S(=O)(=O)Nc2ccccc2C(=O)NCc2cccnc2)cc1OC	3	4	0	9	0	-5	-6
CCc1cccc(OCC(O)Cn2c(N3CCCCC3)nc3c2c(=O)[nH]c(=O)n3C)c1 (configuration not stated)	-6	1	8	1	9	2	-2
COc1ccc(C2(c3ccc(O)cc3O)CC(c3ccccc3Cl)NC(=S)N2)cc1 (configuration not stated)	22	-2	-4	1	19	10	8
COc1ccc(CCn2c(=O)[nH]c3cc(C(=O)N4CCN(c5ccccn5)CC4)ccc3c2=O)cc1OC	5	8	-4	-8	8	·	·
O=S(=O)(NCCc1csc(-c2cccnc2)n1)c1cccs1	1	-2	1	-3	-13	3	8
O=C(Nc1ccc(F)cc1)N[C@@H]1CC[C@H](CCNS(=O)(=O)c2ccccc2F)O[C@@H]1CO	5	5	-6	-4	1	·	2
COc1cccc(/C=C/C(=O)OCC(=O)N2CCCc3ccccc32)c1	-7	-2	1	5	0	0	-2
O=C(Cc1cccc(NC(=O)C2CCCN(C(=O)C3CCCC3)C2)c1)Nc1cccc(C(=O)N2CCCCC2)c1 (configuration not stated)	4	0	2	4	-4	-3	1
CCN(CC)CCNC(=O)c1sc2nc(-c3ccccc3)cn2c1C	1	21	-2	-2	-6	12	3

Compound activity (PubChem)
